Assay outcomes: PubChem, The Scripps Research Institute Molecular Screening Center
IDE cell activ: human IDE activators in live cells, primary screen, fluorescence polarization, HEK cells, FAbeta-B substrate; Insulin-degrading enzyme (Homo sapiens), P14735; FAbeta-B cleavage; 0% vehicle, 100% cell-free pure enzyme wells; activation, % at 5.96 µM; 340,000 tested, 0.073% active;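 active = activation above the mean of all tested compounds plus 3 SD, set per screening campaign, cut at about 17% in these data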
Target sequence (P14735 whole entry, looked up): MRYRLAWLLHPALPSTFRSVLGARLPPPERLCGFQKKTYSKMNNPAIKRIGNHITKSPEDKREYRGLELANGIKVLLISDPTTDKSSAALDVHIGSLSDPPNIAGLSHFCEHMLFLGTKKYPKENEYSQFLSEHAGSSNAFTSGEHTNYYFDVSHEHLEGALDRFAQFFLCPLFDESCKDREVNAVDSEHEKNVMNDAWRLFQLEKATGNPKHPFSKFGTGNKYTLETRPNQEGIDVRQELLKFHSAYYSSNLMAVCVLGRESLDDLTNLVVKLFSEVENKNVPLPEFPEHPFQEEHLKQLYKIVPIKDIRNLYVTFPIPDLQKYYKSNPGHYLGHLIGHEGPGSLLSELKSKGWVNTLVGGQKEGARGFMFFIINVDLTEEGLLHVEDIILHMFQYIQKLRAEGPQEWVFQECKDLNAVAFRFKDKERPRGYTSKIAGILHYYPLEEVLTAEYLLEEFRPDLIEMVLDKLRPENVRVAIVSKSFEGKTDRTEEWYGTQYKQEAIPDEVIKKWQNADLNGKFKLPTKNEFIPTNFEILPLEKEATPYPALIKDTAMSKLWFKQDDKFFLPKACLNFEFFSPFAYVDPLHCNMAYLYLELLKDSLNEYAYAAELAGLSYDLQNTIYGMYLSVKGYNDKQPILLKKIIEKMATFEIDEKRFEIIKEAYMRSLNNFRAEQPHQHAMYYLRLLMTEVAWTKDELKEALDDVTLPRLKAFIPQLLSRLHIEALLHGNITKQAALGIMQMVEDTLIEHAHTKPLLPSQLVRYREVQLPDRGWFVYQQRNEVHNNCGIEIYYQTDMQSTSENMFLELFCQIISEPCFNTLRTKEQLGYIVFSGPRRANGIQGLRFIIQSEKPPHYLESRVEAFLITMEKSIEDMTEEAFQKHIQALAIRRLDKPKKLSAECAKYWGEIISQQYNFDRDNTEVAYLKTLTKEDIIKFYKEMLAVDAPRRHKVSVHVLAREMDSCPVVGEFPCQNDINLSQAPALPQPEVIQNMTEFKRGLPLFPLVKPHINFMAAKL
The depositor's hits bear a star. Only part of the results is shown. The share of hits here may be higher or lower than overall.

SMILES	IDE cell activ
O=C(CSc1ccccc1)Nc1cccc(S(=O)(=O)N2CCOCC2)c1	6
CCN(C[C@H]1N[C@@](Cc2ccccc2)(C(=O)OC)[C@H]2C(=O)N(C)C(=O)[C@@H]12)C(=O)c1ccc(C)cc1	-6
CCc1noc(C)c1C(=O)OCC(=O)Nc1c(F)cccc1F	4
Cc1ccc(NC(=O)CCC(=O)c2ccccc2)cc1	2
Cc1cccc(NC(=O)CN2CCN(C(=O)c3cnn(Cc4ccccc4)c3)CC2)c1C	0
Cc1ccc(NC(=O)CN2C(=O)NC3(CCCCCC3)C2=O)cc1Cl	1
O=C(NCC(c1ccco1)N1CCN(c2ccc(F)cc2)CC1)C1CCCCC1 (configuration not stated)	5
C#CCOCCOCCOCCNc1nc(N2CCN(C(=O)Cn3cc(CCCN=C(N)N)nn3)CC2)nc(N2CCN(C(=O)[C@H](CCCCN)n3cc(CC(C)O)nn3)CC2)n1 (some centres not stated)	7
COc1ccccc1C(=O)NCCC(=O)Nc1ccc(S(=O)(=O)N2CCCC(C)C2)cc1 (configuration not stated)	2
CC(Sc1nnc(-c2ccncc2)n1-c1ccc(F)cc1)C(=O)NC1CC1 (configuration not stated)	0
O=C(Cc1ccc2c(c1)OCCO2)Nc1cccc(S(=O)(=O)N2CCOCC2)c1	3
CCOC(=O)c1nn(-c2ccc(C)cc2)c(=O)cc1OCC(=O)Nc1cccc(C)c1	-1
CCn1c(SCC(=O)Nc2cccc(S(=O)(=O)N(C)c3ccccc3)c2)nnc1C1CC1	5
CC(C)CN1CCN(CCCOC(=O)Nc2cccc3ccccc23)CC1C (configuration not stated)	3
CCCCNc1c(-c2ccc(OC)c(SC(C)CC)c2)nc2cc(C)ccn12 (configuration not stated)	4
O=C(COC(=O)CNS(=O)(=O)c1ccc(Cl)cc1)NC1CCCCC1	7
COc1ccc(S(=O)(=O)N2CCCCCC2)cc1C(=O)N(C)Cc1ccc(Cl)cc1Cl	4
CCOC(=O)c1cc2c(c(CCO)n1)[C@@H](CCO)N(S(=O)C(C)(C)C)C2 (some centres not stated)	2
Cc1ccc(CNC(=O)Cn2cnc3c(NC(=O)OCc4ccccc4)ncnc32)o1	7
COc1ccc(OCC(=O)N2CCN(S(=O)(=O)c3ccc(Cl)s3)CC2)cc1	3
C/C=C(/C)C(=O)O[C@@H]1c2c(ccc3ccc(=O)oc23)OC(C)(C)[C@@H]1OC(C)=O	4
CN(CC(=O)Nc1ccc(Cl)c(C(F)(F)F)c1)C(=O)CCN1C(=O)C2CC=CCC2C1=O (configuration not stated)	2
Cc1cc(C)c2nc(N3C(=O)C(O)=C(C(=O)c4ccco4)C3c3ccc(O)cc3)sc2c1 (configuration not stated)	-5
CCCCC1CCc2[nH]nc(C(=O)O)c2C1 (configuration not stated)	-2
O=C(NCC(c1ccc(F)cc1)N1CCOCC1)c1ccc(-c2ccccc2)cc1 (configuration not stated)	-3
O=C(NN=Cc1cccc([N+](=O)[O-])c1)c1cc(-c2cccnc2)nc2ccccc12	1
COC(=O)[C@@]1(Cc2ccccc2)[C@H]2C(=O)N(Cc3ccccc3)C(=O)[C@H]2[C@H]2CN=C(SCc3ccc(C)cc3)N21	-1
COc1ccc([C@@H]2CC=C(C(=O)O)[C@H](c3ccc(F)cc3)N2S(=O)(=O)c2ccccc2C)cc1	-3
CCN(Cc1ccncc1)C(=O)c1cccc(S(=O)(=O)N2CCCCC2)c1	2
CC(Sc1nccn1C)C(=O)Nc1ccc(Cl)cn1 (configuration not stated)	3
O=C1N[C@@H](Cc2ccccc2)C(=O)N2[C@H]1C[C@]1([C@]34C[C@H]5C(=O)N[C@@H](Cc6ccccc6)C(=O)N5[C@H]3N(S(=O)(=O)c3ccccc3)c3ccccc34)c3ccccc3N(S(=O)(=O)c3ccccc3)[C@H]21	2
CCC(=O)NC(c1cc(Cl)c2ccccc2c1O)C1CC1 (configuration not stated)	-1
COc1cc2c(cc1OC)CN(C(=O)CSc1ccccc1C)CC2	5
Cc1ccc(CN2C(=O)COc3cc(NS(C)(=O)=O)ccc32)cc1	3
CC(C)(C)NC(=O)C[C@H]1C[C@H](C(=O)N2CCOCC2)[C@@]2(C)c3[nH]c4cc(-c5ccco5)ccc4c3CCN2C1=O	1
N#Cc1cc([N+](=O)[O-])ccc1NC(=O)CSc1n[nH]c(=O)[nH]c1=O	-3
COc1ccc(C(=O)COC(=O)c2cccc(-n3cnnn3)c2)c(OC)c1	-4
Cc1ccc(S(=O)(=O)N2CCC(C(=O)OCCOc3ccccc3)CC2)cc1C	4
O=C(NC1CCCC1)c1cccc(S(=O)(=O)Nc2ccccc2F)c1	6
Cc1nc(SCc2nc3ccccc3[nH]2)c2oc3ccc(Br)cc3c2n1	-1
CCn1cc(C(=O)Nn2cnnc2)c(=O)c2ccc(C)nc21	5
CN(C)CCCNC(=O)C[C@H]1C[C@H](C(=O)N2CCCCC2)[C@@]2(CCc3ccccc3)c3[nH]c4cc(-c5ccco5)ccc4c3CCN2C1=O	4
CC(C)c1ccc(S(=O)(=O)NC2CCS(=O)(=O)C2)cc1 (configuration not stated)	5
CCC(CO)Oc1cc(NC(=O)c2cccc3ccccc23)c2ncn(C(C)C)c2c1 (configuration not stated)	-1
O=C1NCCN(CC2CCN(CCc3ccc(Cl)c(Cl)c3)CC2)C1=O	1
O=S(=O)(c1ccc(Cl)nc1)N1CCC(Cc2ccccc2)CC1	3
Cc1cc(C)c(C)c(S(=O)(=O)N2CCN(C(=O)c3ccc4c(=O)n5c(nc4c3)CCC5)CC2)c1C	4
CC1Cc2ccccc2N1S(=O)(=O)c1cccc(C(=O)NNC(=O)c2ccccc2F)c1 (configuration not stated)	3
O=C1[C@H]2[C@@H](c3ccc(F)cc3)N3C(=O)N(c4cccc(Br)c4)C(=O)[C@@]3(Cc3ccccc3)[C@H]2C(=O)N1C1CCCCC1	3
Oc1ccc(C[C@H]2CNCCN2CCc2cc(C(F)(F)F)cc(C(F)(F)F)c2)cc1	4
CCN(Cc1nc2cc(Cl)ccc2c(=O)[nH]1)C(=O)c1nn(C)c(=O)c2ccccc12	2
CC(C)N(Cc1ccccc1)C(=O)COC(=O)c1ccc(O)cc1	2
Cc1ccccc1NC(=O)C(C)OC(=O)CNS(=O)(=O)c1ccc(C#N)cc1 (configuration not stated)	0
CCN(C(=O)CN1CCCCC1)c1c(N)n(Cc2ccccc2)c(=O)[nH]c1=O	7
CCOc1ccc(NC(=O)CN(C)C(=O)c2nc3nc(C)cc(C)n3n2)cc1OCC	3
Cc1ccc(S(=O)(=O)NCC(=O)OC(C)C(=O)NC2CCCCC2C)cc1C (configuration not stated)	-2
CCCCNCCS(=O)(=O)NCc1ccccc1OC	-2
O=C1CCC[C@@H]2Cc3nc4ccc(O)cc4cc3[C@@H]3CCN1[C@H]23	3
COCc1c(C(=O)N2CCN(Cc3ccc4c(c3)OCO4)CC2)oc2ccccc12	2
CN(CC(=O)NCC1COc2ccccc2O1)S(=O)(=O)c1ccc(Cl)cc1 (configuration not stated)	2
(next part)
SMILES	IDE cell activ
C[C@H]1[C@H](C)CC[C@]2(C)CC[C@]3(C)C(=CC(=O)C4[C@@]5(C)CC[C@H](O)C(C)(C)C5CC[C@]43C)[C@H]12 (some centres not stated)	-2
CCN(C(=O)CSc1nc(-c2cccs2)nc2ccccc12)C1CCS(=O)(=O)C1 (configuration not stated)	3
COc1ccc(OC)c(C(=O)c2ccc([N+](=O)[O-])cc2)c1	3
CCCCNS(=O)(=O)CCNCc1ccccc1OC	-2
Cc1ccc(S(=O)(=O)N(C)C)cc1NC(=O)C(C)OC(=O)c1cc[n+]([O-])cc1 (configuration not stated)	2
CCOc1ccc(S(=O)(=O)NCCC(=O)NCC(c2ccco2)N2CCCCC2)cc1 (configuration not stated)	4
O=C(CN1C(=O)NC2(CCCC2)C1=O)OCCOc1cccc(Cl)c1	0
O=C(c1cccc(-n2cccc2)c1)N1CCN(S(=O)(=O)c2ccccc2)CC1	6
O=C(Nc1ccc(Cl)c(S(=O)(=O)N2CCOCC2)c1)c1cccs1	1
CN(C(=O)c1ccc(NC(=O)Cc2ccc(NC(=O)C3CCN(C(=O)C4CCC4)CC3)cc2)cc1)C1CCCC1	4
O=C(COC(=O)C1CC2CCCC(C1)C2=O)NNC(=O)c1ccc([N+](=O)[O-])cc1 (configuration not stated)	5
CCCn1c(SCC(=O)N2CCc3ccccc32)n[nH]c1=O	4
Cc1ccccc1S(=O)(=O)N1[C@@H](c2ccc(F)cc2)C(C(=O)O)=CC[C@H]1c1ccc(Cl)cc1	2
CC[C@@]1(C(=O)OC)N[C@H](CN(C)S(=O)(=O)c2ccccc2)[C@@H]2C(=O)N(Cc3ccccc3)C(=O)[C@@H]21	1
Cc1ccc(NS(=O)(=O)c2ccc(C(C)C)cc2)cc1S(=O)(=O)N1CCOCC1	0
C[C@H](NC(=O)c1ccco1)C(=O)N1CCN(c2ccc(C(F)(F)F)cn2)CC1	-1
CCc1ccccc1Nc1nc(N)nc(COC(=O)CCC(=O)c2ccc(F)cc2)n1	4
COc1ccc(N=C2C=CC(=O)O2)cc1	0
COc1ccc(C(=O)NCC(=O)OCC(=O)NC(=O)c2ccc(C(C)(C)C)cc2)cc1OC	3
O=C(COC(=O)CCNS(=O)(=O)c1ccccc1F)Nc1nnc(-c2ccccc2)o1	3
COc1ccccc1NCC(=O)NN=C1CCS(=O)(=O)c2ccc(F)cc21	7
COc1ccc(NC(=O)c2ccc(NC(=O)CN3CCN(c4ccc(O)cc4)CC3)cc2)cc1	-2
O=C(COC(=O)c1cc(S(=O)(=O)N2CCCC2)ccc1O)NCCc1ccccc1	2
O=C(CSc1nnnn1-c1ccccc1)NCCCN1CCCC1=O	2
CCN(C(=O)CSc1nnnn1-c1ccccc1OC)C1CCS(=O)(=O)C1 (configuration not stated)	9
O=C(N/N=C/c1ccccc1)c1cccc2ccccc12	3
CC(C)(C)OC(=O)N1CCC(NC(=O)c2nc[nH]c2C(=O)N2CCc3ccccc3C2)CC1	-1
CC1CCCCC1NC(=O)C(C)N1C(=O)c2ccccc2C1=O (configuration not stated)	4
O=C1CC2(CCCC2)C(=O)N1CN1CCN(S(=O)(=O)c2ccc(Cl)c(Cl)c2)CC1	4
COc1ccc2nc(SC(C)C(=O)NC3CCCCC3)[nH]c2c1 (configuration not stated)	-3
Cc1ccc(S(=O)(=O)N(CCC(=O)NCc2ccc(S(N)(=O)=O)cc2)c2ccccc2)cc1	1
CC1(C)C(=O)Nc2ccccc2N1C(=O)COC(=O)c1cc(S(C)(=O)=O)ccc1Cl	1
CSCCC(NS(=O)(=O)c1ccccc1F)C(=O)NCC(c1ccc(F)cc1)N1CCOCC1 (configuration not stated)	2
Cc1c(NS(=O)(=O)c2ccc(C(=O)N(C)Cc3cccc(Cl)c3Cl)cc2)c(=O)n(-c2ccccc2)n1C	3
COc1ccc([C@H]2CC(=O)C=C(c3cc(C=O)ccc3OC)C2)cc1	2
CC(=O)N1CCc2c(sc(NC(=O)CCS(=O)(=O)c3ccc(C)cc3)c2C#N)C1	-1
CCS(=O)c1ccccc1C(=O)OC(C)C(=O)Nc1ccc(S(=O)(=O)N2CCCC2)cc1 (configuration not stated)	-4
c1ccc2c(c1)CCc1c(-c3ccncc3)n[nH]c1-2	0
O=C1C=C(c2ccc3c(c2)oc2ccccc23)C[C@@H](c2ccc3c(c2)OCO3)C1	-2

Quoted from above (2 entries):
SMILES	IDE cell activ
O=C(CSc1ccccc1)Nc1cccc(S(=O)(=O)N2CCOCC2)c1	6
CCN(C[C@H]1N[C@@](Cc2ccccc2)(C(=O)OC)[C@H]2C(=O)N(C)C(=O)[C@@H]12)C(=O)c1ccc(C)cc1	-6

Exported with bars between the fields: entries from further up
SMILES | IDE cell activ
CCc1ccccc1Nc1nc(N)nc(COC(=O)CCC(=O)c2ccc(F)cc2)n1 | 4
COc1ccc(N=C2C=CC(=O)O2)cc1 | 0
COc1ccc(C(=O)NCC(=O)OCC(=O)NC(=O)c2ccc(C(C)(C)C)cc2)cc1OC | 3
O=C(COC(=O)CCNS(=O)(=O)c1ccccc1F)Nc1nnc(-c2ccccc2)o1 | 3
COc1ccccc1NCC(=O)NN=C1CCS(=O)(=O)c2ccc(F)cc21 | 7
COc1ccc(NC(=O)c2ccc(NC(=O)CN3CCN(c4ccc(O)cc4)CC3)cc2)cc1 | -2
O=C(COC(=O)c1cc(S(=O)(=O)N2CCCC2)ccc1O)NCCc1ccccc1 | 2
O=C(CSc1nnnn1-c1ccccc1)NCCCN1CCCC1=O | 2
CCN(C(=O)CSc1nnnn1-c1ccccc1OC)C1CCS(=O)(=O)C1 (configuration not stated) | 9
O=C(N/N=C/c1ccccc1)c1cccc2ccccc12 | 3
CC(C)(C)OC(=O)N1CCC(NC(=O)c2nc[nH]c2C(=O)N2CCc3ccccc3C2)CC1 | -1
CC1CCCCC1NC(=O)C(C)N1C(=O)c2ccccc2C1=O (configuration not stated) | 4
O=C1CC2(CCCC2)C(=O)N1CN1CCN(S(=O)(=O)c2ccc(Cl)c(Cl)c2)CC1 | 4
COc1ccc2nc(SC(C)C(=O)NC3CCCCC3)[nH]c2c1 (configuration not stated) | -3
Cc1ccc(S(=O)(=O)N(CCC(=O)NCc2ccc(S(N)(=O)=O)cc2)c2ccccc2)cc1 | 1
CC1(C)C(=O)Nc2ccccc2N1C(=O)COC(=O)c1cc(S(C)(=O)=O)ccc1Cl | 1
CSCCC(NS(=O)(=O)c1ccccc1F)C(=O)NCC(c1ccc(F)cc1)N1CCOCC1 (configuration not stated) | 2
Cc1c(NS(=O)(=O)c2ccc(C(=O)N(C)Cc3cccc(Cl)c3Cl)cc2)c(=O)n(-c2ccccc2)n1C | 3
COc1ccc([C@H]2CC(=O)C=C(c3cc(C=O)ccc3OC)C2)cc1 | 2
CC(=O)N1CCc2c(sc(NC(=O)CCS(=O)(=O)c3ccc(C)cc3)c2C#N)C1 | -1
